SUMO HTRF inh: SUMOylation inhibition | P63279 | HTRF SUMOylation assay, SAE1/SAE2 + UBC9, in vitro | inhibition, % at 35 µM | 290,000 compounds, 0.36% hits; in the data active = inhibition above about 50%, passing the limit was not always enough; also: strong numbers were not always called active
VIM-2 inhibitor: inhibitors of Pseudomonas aeruginosa VIM-2 metallo-beta-lactamase; purified VIM-2, nitrocefin hydrolysis, epi-absorbance fluorescence; inhibition, % at 5.6 µM; 290,000 compounds, 0.89% hits;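 active = inhibition above the mean of all tested compounds plus 3 SD, cutoff set per screening run, cut at about 7.5% in these data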;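 also: red hydrolysis product quenches plate fluorescence so inhibitors raise well fluorescence; 0% = enzyme with DMSO and 100% = DMSO without enzyme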
GalR3 antagonist: blocks the human galanin receptor 3; O60755; HEK293 GalR3-CNG cAMP membrane potential fluorescence; galR3 body fused to GalR1 C-terminus; inhibition, % at 3 µM; 360,000 compounds, 0.44% hits; AID 651719;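 active = inhibition above the screen-wide average plus 3 SD, cut at about 13% in these data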;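 also: forskolin and galanin both at EC90 stimulate the cells; cAMP rise reported by CNG channel membrane potential dye signal; 0% = forskolin plus galanin with DMSO and 100% = forskolin alone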
IDE cell inh: cellular human IDE inhibition; HEK cells, FAbetaB cleavage, fluorescence polarization; inhibition, % at 5.59 µM; 320,000 compounds, 0.41% hits; P14735; AID 434962;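 active = percent inhibition above the average of all tested compounds plus 3 SD, set per screening campaign, cut at about 16% in these data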;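 also: IDE supplied by intact live HEK cells; FP after avidin binding of uncleaved biotin substrate so inhibition keeps polarization high; 0% = DMSO wells and 100% = 60 µM reference IDE inhibitor Ii1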
Target sequence (P14735 whole entry, looked up): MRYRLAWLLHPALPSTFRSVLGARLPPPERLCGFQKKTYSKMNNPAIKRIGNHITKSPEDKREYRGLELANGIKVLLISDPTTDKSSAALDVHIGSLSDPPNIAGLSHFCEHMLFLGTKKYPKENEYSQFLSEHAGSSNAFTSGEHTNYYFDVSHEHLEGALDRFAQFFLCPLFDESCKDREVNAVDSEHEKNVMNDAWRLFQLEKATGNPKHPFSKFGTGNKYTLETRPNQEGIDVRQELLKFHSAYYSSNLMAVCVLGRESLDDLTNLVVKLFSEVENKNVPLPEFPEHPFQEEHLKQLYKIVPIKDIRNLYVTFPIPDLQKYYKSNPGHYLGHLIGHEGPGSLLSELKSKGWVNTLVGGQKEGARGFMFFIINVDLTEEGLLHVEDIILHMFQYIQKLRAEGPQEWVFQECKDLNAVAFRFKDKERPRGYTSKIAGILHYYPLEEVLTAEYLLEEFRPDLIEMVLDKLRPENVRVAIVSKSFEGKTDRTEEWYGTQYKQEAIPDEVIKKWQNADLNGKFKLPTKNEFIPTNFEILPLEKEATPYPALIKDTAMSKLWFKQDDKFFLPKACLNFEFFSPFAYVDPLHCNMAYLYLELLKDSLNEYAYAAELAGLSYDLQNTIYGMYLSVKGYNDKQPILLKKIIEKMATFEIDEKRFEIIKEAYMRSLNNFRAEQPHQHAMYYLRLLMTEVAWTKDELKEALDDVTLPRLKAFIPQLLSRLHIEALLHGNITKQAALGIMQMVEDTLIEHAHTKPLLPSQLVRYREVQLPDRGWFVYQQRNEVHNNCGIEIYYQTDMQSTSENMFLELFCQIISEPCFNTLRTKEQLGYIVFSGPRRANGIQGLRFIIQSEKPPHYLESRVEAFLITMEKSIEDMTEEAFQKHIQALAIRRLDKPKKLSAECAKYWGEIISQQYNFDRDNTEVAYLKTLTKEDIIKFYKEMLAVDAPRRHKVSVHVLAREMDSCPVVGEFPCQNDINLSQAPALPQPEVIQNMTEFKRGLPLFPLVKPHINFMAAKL
CRFBP-R2 block: blocks CRF-induced signaling of the CRF-BP/CRF-R2 complex; HEK293 CRF-R2/CRF-BP, CRF-induced calcium fluorescence; inhibition, % at 11.8 µM; 350,000 compounds, 0.59% hits;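 active = inhibition of the ligand-induced calcium signal above about 50% at the single tested concentration, limit read from the data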
pCIP destab: compounds decreasing mouse p/CIP protein stability; Q05BA5; F442A p/CIP-EGFP cells, EGFP fluorescence, 16 h; decrease of EGFP signal, % at 10 µM; 290,000 compounds, 0.01% hits;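 active = EGFP signal decrease of at least 30% at 10 µM or well 3 SD below plate mean, unless failing retest; inactive = the rest, including hits failing retest or dose response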; also: some compounds called inactive have numbers as strong as hits; many of its hits are not listed in these tables
IDE act: boosts human insulin-degrading enzyme activity in HEK cells; P14735; FAbeta-B cleavage, fluorescence polarization; 0% vehicle, 100% cell-free pure enzyme wells; activation, % at 5.96 µM; 340,000 compounds, 0.073% hits; AID 493087;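 active = activation above the mean of all tested compounds plus 3 SD, set per screening campaign, cut at about 17% in these data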
IMP-1 inh: inhibitors of Pseudomonas aeruginosa IMP-1 metallo-beta-lactamase; purified IMP-1, nitrocefin hydrolysis, epi-absorbance fluorescence; 290,000 compounds, 0.45% hits; inhibition, % at 5.6 µM;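 active = inhibition above the mean plus 3 SD of all compounds in the same screening run, cut at about 4.5% in these data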;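 also: 0% = IMP-1 with DMSO and 100% = DMSO wells lacking enzyme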
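System: purified IMP-1 / Input: IMP-1 dispensed at 0.2 nM / Medium: 50 mM HEPES pH 7.1, 50 µM ZnSO4, 0.05% Brij 35 / Timing: 15 min enzyme–compound preincubation, then 25 min nitrocefin reaction, 25 °C / Technique: plate fluorescence quenching by hydrolysis product, ex 480/em 530 nm / Repeats: singlicate testing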
NS3 helicase inh: inhibitors of Hepatitis C virus NS3 helicase. 290,000 compounds, 0.56% hits. NS3 helicase DNA unwinding, Cy5 molecular beacon fluorescence. inhibition, % at 10.9 µM;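 active = inhibition above the mean of all tested compounds plus 3 SD, set per campaign, cut at about 35% in these data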;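 also: 0% = DMSO wells and 100% = thioflavine S control wells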
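Measured by: Cy5 fluorescence, 0 and 60 min reads / Assay system: NS3 helicase fragment of HCV / Control set: low DMSO, high thioflavine S at 110 µM / Times: 1 h reaction at 25 °C, ATP-initiated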
Active calls of the source: *; . = no result given. Compounds as they come, and some 3.2% of all compounds hit somewhere here.

The first two compounds (preview)
no.	VIM-2 inhibitor	IMP-1 inh	IDE act	SUMO HTRF inh	NS3 helicase inh	pCIP destab	GalR3 antagonist	IDE cell inh	CRFBP-R2 block	mol
1	3.1	-2.9	4	0	4	-5	-10	3	8	CCOc1ncccc1C(=O)Nc1ccc2nc(C)sc2c1
2	-1.0	-1.5	3	17	5	-21	-4	-2	32	O=C(Nc1ccc(Cl)cc1)C(Cl)C(=O)c1ccccc1 (stereo unspecified)

The listing, from the start:
no.	VIM-2 inhibitor	IMP-1 inh	IDE act	SUMO HTRF inh	NS3 helicase inh	pCIP destab	GalR3 antagonist	IDE cell inh	CRFBP-R2 block	mol
1	3.1	-2.9	4	0	4	-5	-10	3	8	CCOc1ncccc1C(=O)Nc1ccc2nc(C)sc2c1
2	-1.0	-1.5	3	17	5	-21	-4	-2	32	O=C(Nc1ccc(Cl)cc1)C(Cl)C(=O)c1ccccc1 (stereo unspecified)
3	-3.3	-3.4	1	-8	7	-2	-1	2	1	O=C(c1cc([N+](=O)[O-])cc([N+](=O)[O-])c1)N(c1ccccn1)c1ccccn1
4	-3.6	-0.8	2	-21	-14	0	-9	0	62*	COc1ccc(C2=NN(C)C(=NCc3ccccc3)SC2)cc1
5	-0.9	-0.9	2	11	12	-7	1	3	-4	NS(=O)(=O)c1cccc(NC(=O)CN2CCc3ccccc32)c1
6	-2.6	-0.8	0	4	-1	-3	-10	-1	-2	CCCC(=O)Nc1nnc(SCC(=O)N2CCCCC2)s1
7	-0.9	4.7*	-2	-10	15	-16	.	9	-19	COc1ccc(C2C(C#N)=C(N)N(c3sc4c(c3C#N)CCCC4)C3=C2C(=O)CC(C)(C)C3)cc1 (stereo unspecified)
8	-3.4	-2.4	-4	-17	8	-15	7	7	15	Cc1cc(C(=O)NC2CCCc3c2cnn3-c2cccc(C)c2C)c(C)o1 (stereo unspecified)

(list continues)
no.	VIM-2 inhibitor	IMP-1 inh	IDE act	SUMO HTRF inh	NS3 helicase inh	pCIP destab	GalR3 antagonist	IDE cell inh	CRFBP-R2 block	mol
9	1.1	-3.4	-3	8	12	1	2	3	-3	CC(C)CCNC1c2ccccc2C(=O)N1Cc1ccccc1 (stereo unspecified)
10	.	.	2	.	.	.	-5	3	5	O=C(Nc1cccc(S(=O)(=O)N2CCOCC2)c1)c1ccc(N2CCCC2=O)cc1
11	0.8	0.3	2	13	1	-4	1	-4	-2	COc1ccccc1N1CCN(S(=O)(=O)c2cn(C)cn2)CC1
12	-1.9	-3.5	-7	-4	-3	0	-3	3	16	O=C1C(Cc2cccc([N+](=O)[O-])c2)SC(=Nc2ccccc2)N1c1ccccc1 (stereo unspecified)
13	1.6	-0.5	-1	0	-23	14	0	0	-12	CCCN1CCN(C(=S)NCc2ccc(Cl)cc2)CC1
14	-4.3	-3.3	5	-3	1	-6	-1	2	4	O=C(NCc1ccccn1)C(F)(F)C(F)(F)C(=O)NCc1ccccn1
15	-1.8	-2.7	-4	23	1	6	2	6	-8	Cc1ccc(C2C(C#N)=C(N)Oc3n[nH]c(-c4cccnc4)c32)o1 (stereo unspecified)
16	-1.6	-1.2	4	-16	8	11	-5	0	-9	c1ccc(OCc2cc(-c3ccccc3)no2)cc1

More structures:
no.	VIM-2 inhibitor	IMP-1 inh	IDE act	SUMO HTRF inh	NS3 helicase inh	pCIP destab	GalR3 antagonist	IDE cell inh	CRFBP-R2 block	mol
17	5.9	-0.4	.	44	12	4	3	-4	10	CC(C)OCCCNC1=C(Cl)C(=O)c2ccccc2C1=O
18	-5.0	-1.6	-6	5	14	4	-7	-3	-11	CCc1ccc(N2CC(C(=O)Nc3ccc(S(=O)(=O)Nc4ncccn4)cc3)CC2=O)cc1 (stereo unspecified)
19	.	.	3	.	.	.	-4	3	-7	CC(NS(=O)(=O)CCNC(=O)c1ccccc1)c1ccccc1 (stereo unspecified)
20	.	.	3	.	.	.	-1	8	14	CCN(C[C@H]1N[C@@](CC)(C(=O)OC)[C@H]2C(=O)N(Cc3ccccc3)C(=O)[C@@H]12)S(=O)(=O)c1ccc(C(C)(C)C)cc1
21	-5.0	0.4	5	-7	3	1	.	-1	-35	COc1cccc(C2=NOC(C(=O)N3CCN(c4ccccc4)CC3)C2)c1OC (stereo unspecified)
22	-3.2	-3.0	-2	0	5	-12	-4	1	-1	O=C(N/N=C/c1cccc([N+](=O)[O-])c1)c1ccncc1
23	-0.6	-3.1	2	6	-5	-2	-7	-8	-7	CN1CCc2nc(SC(C(=O)O)c3ccccc3)c(C#N)c(-c3cccs3)c2C1 (stereo unspecified)
24	-0.8	-1.9	12	33	10	4	62*	4	27	O=C(Nc1cccc([N+](=O)[O-])c1)c1cc2ccccc2cc1O

(further entries)
no.	VIM-2 inhibitor	IMP-1 inh	IDE act	SUMO HTRF inh	NS3 helicase inh	pCIP destab	GalR3 antagonist	IDE cell inh	CRFBP-R2 block	mol
25	-3.0	-2.9	-3	14	-1	-9	-3	2	-2	OCC1(Cc2ccc(Cl)cc2)CCN(CC2CC=CCC2)CC1 (stereo unspecified)
26	-4.8	-2.4	5	-2	10	0	-2	-2	-1	Cc1cc(Cl)ccc1N1C(=O)CC(NNC(=O)c2cccnc2)C1=O (stereo unspecified)
27	-2.3	-0.9	2	-4	-16	3	1	4	3	CC(C)N(CCCNC(=O)C1CCN(C(=O)c2cc3sccc3n2C)CC1)Cc1ccccc1
28	-2.2	-2.5	1	18	-5	-5	1	-3	13	COc1ccc(C(=O)Nc2ccc(S(=O)(=O)Nc3cc(C)nc(C)n3)cc2)cc1OC
29	-1.5	-3.0	4	2	-7	-4	-5	0	-8	COc1ccc(CCNC(=O)c2ccccc2NC(=O)C2=C(C)OCCS2)c(OC)c1
30	1.2	-0.4	6	-6	-19	9	-6	-2	-4	CC(c1ccon1)N(C)Cc1cn(Cc2ccccc2)nc1-c1ccc2c(c1)OCO2 (stereo unspecified)
31	-2.7	-2.7	6	9	-8	5	-11	3	-7	COc1ccc(-c2cc3c(=O)n(CC(=O)Nc4cccc(Cl)c4)nc(C)n3n2)cc1
32	1.1	-1.3	4	12	2	-12	-6	-3	-18	COC(=O)c1cccc(NC(=O)CSc2nc3cccnc3n2C)c1

Carrying on.
no.	VIM-2 inhibitor	IMP-1 inh	IDE act	SUMO HTRF inh	NS3 helicase inh	pCIP destab	GalR3 antagonist	IDE cell inh	CRFBP-R2 block	mol
33	-5.4	-3.6	7	2	4	-4	0	3	12	CC(C)CC1(C(=O)O)NC(c2ccccc2O)C2C(=O)N(C(C)C)C(=O)C21 (stereo unspecified)
34	-0.2	-3.5	-5	-1	-2	3	-4	-3	3	CCOC(=O)c1ccc(N(CC(=O)NC2CCCC2)C(=O)CNC(=O)c2ccco2)cc1
35	.	.	-1	.	.	.	-6	5	-15	CC[C@@H]1C/C=C\Cc2ccccc2[C@H](C(=O)C[C@H](O)CC(C)=O)OC1=O
36	-0.1	-2.9	4	20	10	-4	-6	2	-3	COc1ccc(CCNC(=O)c2cnn3cccnc23)cc1OC
37	-2.3	-1.9	5	4	-26	-20	-5	-4	-8	COc1ccc(CC(=O)Nc2cccc(/C(C)=N/NC(=O)C3(C)CC3(Br)Br)c2)cc1 (stereo unspecified)
38	-5.3	-5.0	2	8	8	10	-6	9	0	O=C1CS/C(=C/C(=O)c2cccc(Cl)c2)N1
39	.	.	4	.	.	.	-6	-4	4	CCOc1ccc(C(=O)CCC(=O)N2CCN(S(=O)(=O)c3cccc(F)c3)CC2)cc1
40	.	.	6	.	.	.	0	-3	-13	Cc1cccnc1NC(=O)CNC(=O)C12CC3CC(CC(C3)C1)C2

A different layout for part of the listing above:
Results follow in this order: VIM-2 inhibitor	IMP-1 inh	IDE act	SUMO HTRF inh	NS3 helicase inh	pCIP destab	GalR3 antagonist	IDE cell inh	CRFBP-R2 block
#19 CC(NS(=O)(=O)CCNC(=O)c1ccccc1)c1ccccc1 (stereo unspecified)
→ .	.	3	.	.	.	-4	3	-7
#7 COc1ccc(C2C(C#N)=C(N)N(c3sc4c(c3C#N)CCCC4)C3=C2C(=O)CC(C)(C)C3)cc1 (stereo unspecified)
→ -0.9	4.7*	-2	-10	15	-16	.	9	-19
#13 CCCN1CCN(C(=S)NCc2ccc(Cl)cc2)CC1
→ 1.6	-0.5	-1	0	-23	14	0	0	-12
#6 CCCC(=O)Nc1nnc(SCC(=O)N2CCCCC2)s1
→ -2.6	-0.8	0	4	-1	-3	-10	-1	-2
#38 O=C1CS/C(=C/C(=O)c2cccc(Cl)c2)N1
→ -5.3	-5.0	2	8	8	10	-6	9	0
#1 CCOc1ncccc1C(=O)Nc1ccc2nc(C)sc2c1
→ 3.1	-2.9	4	0	4	-5	-10	3	8

Following part:
no.	VIM-2 inhibitor	IMP-1 inh	IDE act	SUMO HTRF inh	NS3 helicase inh	pCIP destab	GalR3 antagonist	IDE cell inh	CRFBP-R2 block	mol
41	.	.	6	.	.	.	-1	0	5	CCn1nc(C(=O)NNS(=O)(=O)c2ccc(C)cc2)c2ccccc2c1=O
42	.	.	-3	.	.	.	-4	1	2	COc1ccccc1CCNC(=O)CN1C(=O)NC2(CCCC2)C1=O
43	-1.0	-2.0	0	2	0	-9	-1	0	3	C=CCN(C(=O)CCC(=O)Nc1cc(C)on1)C(C(=O)NC1CCCC1)c1ccc(OC)c(OC)c1 (stereo unspecified)
44	-3.7	-3.8	1	-10	-3	-7	-2	-2	8	O=C(CN1CCCc2ccccc21)N/N=C/c1c(O)ccc2ccccc12
45	-0.7	-1.0	4	10	-1	-6	-1	2	54*	O=C(c1cc2nc(-c3ccc(F)cc3)cc(C(F)(F)F)n2n1)N1CCOCC1
46	1.2	-3.2	2	0	3	-10	-6	0	-18	Cc1c(CNCCCc2ccccc2)c(C(=O)O)c(C)n1Cc1ccccc1
47	-1.8	-1.4	.	12	11	-2	.	5	.	CC1=C(C#N)c2nc(N)c(C#N)c(C)c2/C1=C\c1ccc(C)cc1
48	.	.	-4	.	.	.	2	-1	10	C[C@@H]1CCC[C@@]2(O[C@@H](CCO)C[C@H](O)[C@H]2O)O1

Additional compounds follow:
no.	VIM-2 inhibitor	IMP-1 inh	IDE act	SUMO HTRF inh	NS3 helicase inh	pCIP destab	GalR3 antagonist	IDE cell inh	CRFBP-R2 block	mol
49	-3.1	-2.4	4	5	9	-4	-6	-1	0	O=C(CS(=O)(=O)c1c[nH]c2ccccc12)Nc1ccc2c(c1)OCCO2
50	0.1	-1.1	4	-4	6	6	-10	-8	-46	Cc1cccc(-n2c(SCC(N)=O)nc3c(c2=O)C2(CCCC2)Cc2ccccc2-3)c1
51	1.3	-0.5	3	30	-7	-1	7	-1	4	Clc1cccc(OCCN2CCOCC2)c1
52	10*	-0.7	3	-2	5	-8	-3	1	-45	CC(C)C(=O)Nc1nnc(CSCc2ccccc2F)s1
53	1.3	-1.6	-3	-25	-6	9	-6	2	-2	c1ccc2c(SCc3cn4ccccc4n3)nncc2c1
54	.	.	1	.	.	.	-6	1	-5	COc1ccc(C(=O)Nc2c(O)ccc3ccccc23)cc1
55	-4.2	-2.7	-4	74	0	-8	4	-2	19	CCOc1cc(NC(=S)NCc2ccco2)c(OCC)cc1NC(=O)CC
